Source: PubChem BioAssay
UDG counterscr: UDG inhibition counter-screen. FRET deamination/UDG coupled assay, UDG read, 4 h. Potency, µM (highest dose often 115 µM), inactives show top-dose activity change, negative = inhibition, hits mostly inhibitors. actives 0.14% (n = 91,000). AID 1347430; also: nearly all actives have a fitted effect of over 65% in size
AID inhibitor: blocks human AID cytidine deaminase activity | Q9GZX7 | Potency, µM (doses to about 115 µM), inactives show top-dose activity change, negative = inhibition, usual class: inhibitors | actives 0.32% (n = 91,000) | AID deamination FRET fluorescence, UDG-coupled, 4 h; also: nearly all actives have a fitted effect of over 25% in size
Target sequence (Q9GZX7 whole entry, looked up): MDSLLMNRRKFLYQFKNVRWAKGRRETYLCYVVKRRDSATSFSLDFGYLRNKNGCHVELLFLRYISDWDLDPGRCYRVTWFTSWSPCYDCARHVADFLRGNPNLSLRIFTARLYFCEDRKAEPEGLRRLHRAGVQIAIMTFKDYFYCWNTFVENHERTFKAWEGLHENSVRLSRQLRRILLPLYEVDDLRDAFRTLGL
* marks the source's active call; other numbers are inactive results; ? = inconclusive; & = joins results of further samples; [ ] = dose if it differs, or a comment. Calls follow the shape of the dose curve; as a rule, active = well fitted curve in the direction sought with a large enough effect; inconclusive = small, poorly fitted or top-dose-only effect, or another doubt; inactive = no such curve, though single readings can be large; an effect the other way counts as inactive or inconclusive. % is scaled to controls: 0 for no effect and ±100 for the full control effect; potency is read from the fitted curve at half-maximal effect. Some of the compounds tested. The share of hits here may be higher or lower than overall.

SMILES	UDG counterscr	AID inhibitor
CN(C(=O)CSc1ccc2c(c1)OCCCO2)c1ccccc1	-1.5%	1.1%
Cn1c(NCc2ccccc2Cl)nc2c1c(=O)n(Cc1ccc(Cl)cc1)c(=O)n2C	-2.3%	-10.8%
O=C(c1ccc2c(c1)N(Cc1ccccc1F)C(=O)c1ccccc1S2(=O)=O)N1CCOCC1	-3.5%	-1.3%
O=C(NCc1ccco1)C1c2ccccc2C(=O)N(C2CCCC2)C12CCCC2 (centres undefined)	-1.2%	-9.5%
CCC(=O)Nc1cc(C)c(O)c(-c2nc3ncccc3o2)c1	-0.7%	-30.0%
OCCNC(=S)NC12CC3CC(CC(C3)C1)C2	1.4%	-2.1%
COc1ccc(-c2nn(C)c(-c3ccc(OC)cc3)c2-c2nc3ccccc3n2C)cc1	-4.6%	-24.4%
COc1ccc(OC)c(NC(=O)c2cc3cc4ccc(C)cc4nc3s2)c1	-7.9%	3.6%
O=C(CSc1nnc(-c2ccc([N+](=O)[O-])cc2)o1)Nc1ccccc1	?	-24.2%
COc1ccc(OC)c(-c2cc(C(=O)Nc3ccc(C)c(C)c3)no2)c1	21.2%	7.7%
COC(=O)c1c(SC)nc2ccccc2c1OCc1cccc(C)c1	-27.6%	-14.5%
CCN(CC)CC(C)CNC(=O)CN1C(=O)CSc2ccc(S(=O)(=O)N3CCOCC3)cc21 (centres undefined)	4.9%	-11.6%
COc1ccc(OCC(=O)Nc2c(C(=O)N3CCN(c4ccccc4)CC3)oc3ccccc23)cc1	-1.9%	1.1%
O=C(COc1ccc(F)cc1)NCCc1c[nH]c2ccccc12	1.6%	-4.6%
CCCc1nn2c(=O)cc(COC(=O)c3ccc(NC(=O)C(C)Oc4ccccc4)cc3)nc2s1 (centres undefined)	1.7%&-5.0%	1.1%&20.4%
COc1ccc(CCNC(=O)Cc2c(C)c3c(cc(C)c4c(C)coc43)oc2=O)cc1	2.9%	2.4%
COc1ccc2c(c1)CC(C(=O)NCCN1CCN(c3cccc(C)c3C)CC1)CO2 (centres undefined)	15.5%	-0.5%
O=C(Cc1c[nH]c2ccccc12)NC1CCCNC1=O (centres undefined)	5.6%	-0.5%
CCn1c(COc2ccc(OC)cc2)nnc1SC(C)C(=O)Nc1ccc2c(c1)OCO2 (centres undefined)	1.5%	-2.1%
O=C(NCc1ccccc1Cl)c1cc(=O)[nH]c2ccc(S(=O)(=O)N3CCCCC3)cc12	5.3%	4.0%

Entries listed so far containing a halogen:
SMILES	UDG counterscr	AID inhibitor
Cn1c(NCc2ccccc2Cl)nc2c1c(=O)n(Cc1ccc(Cl)cc1)c(=O)n2C	-2.3%	-10.8%
O=C(c1ccc2c(c1)N(Cc1ccccc1F)C(=O)c1ccccc1S2(=O)=O)N1CCOCC1	-3.5%	-1.3%
O=C(COc1ccc(F)cc1)NCCc1c[nH]c2ccccc12	1.6%	-4.6%
O=C(NCc1ccccc1Cl)c1cc(=O)[nH]c2ccc(S(=O)(=O)N3CCCCC3)cc12	5.3%	4.0%

Part of the list above, with values under each structure.
Each structure is followed by: UDG counterscr	AID inhibitor
> O=C(c1ccc2c(c1)N(Cc1ccccc1F)C(=O)c1ccccc1S2(=O)=O)N1CCOCC1
    -3.5%	-1.3%
> O=C(NCc1ccco1)C1c2ccccc2C(=O)N(C2CCCC2)C12CCCC2 (centres undefined)
    -1.2%	-9.5%
> CCC(=O)Nc1cc(C)c(O)c(-c2nc3ncccc3o2)c1
    -0.7%	-30.0%

(list continues)
SMILES	UDG counterscr	AID inhibitor
Cc1ccc(S(=O)(=O)N2CCN(C(=O)Cc3c(C)nn(C)c3C)CC2)cc1	4.8%	2.6%
Cc1ccc(-c2csc(=S)n2CC(=O)O)cc1	10.1%	5.6%
CC(C)Oc1ccc(C(=O)Nc2ccc3oc(-c4ccncc4)nc3c2)cc1	33.5%[activator]	260.3%[activator]
NC(N)=NS(=O)(=O)c1ccccc1	0.4%	-3.3%
O=C(NCc1ccccc1)C(=O)NCC(c1ccco1)S(=O)(=O)c1ccccc1 (centres undefined)	8.1%[57.5 µM]	3.0%
CC(O)CNCCCOc1ccc(C(C)(C)c2ccccc2)cc1 (centres undefined)	0.5%	-8.2%
CC(CC(=O)O)(C(=O)O)c1ccccc1 (centres undefined)	5.3%	3.7%
C=C(Cl)CN1CCN(CCc2ccccc2)CC1	-0.8%	4.3%
CCC(CC)NC(=O)C(=O)O	-0.5%	6.0%
Cc1cc(=O)oc2cc(OCC(=O)N3CCC(O)CC3)c(Cl)cc12	-6.9%	-3.5%
NC[C@@H]1O[C@H](C23CC4CC(CC(C4)C2)C3)Cc2c1ccc(O)c2O	0.6%	-12.9%
O=C(c1ccc(-c2ccccc2)cc1)N1CCN(CC2CC=CCC2)CC1 (centres undefined)	-13.4%	?
CCCN(C(=O)c1cc2c(=O)oc3ccccc3c2s1)c1cccc(Cl)c1	-6.8%	12.5%
COc1ccc2cc3cc(C(=O)Nc4ccccc4C)oc3nc2c1	-11.5%	-22.0%
Cc1nn(C)c(C)c1CC(=O)Nc1nc(C(C)C)cs1	3.6%	-1.8%
CCCN(CC(N)=O)Cc1ccc(C#N)cc1	-7.5%	-8.0%
O=C(CCc1nc(-c2ccncc2)no1)Nc1ccc(N2CCOCC2)cc1	-9.8%	-6.2%
Cn1c(=O)n(CCC(=O)NCc2nnc3n2CCCCC3)c2ccccc21	4.2%	-4.7%
O=C(OCc1noc(-c2ccco2)n1)c1cc(Br)c[nH]1	-14.5%	-3.9%
COc1ccccc1C(=O)Nc1c(C(=O)N(C)c2ccccc2)sc2nc(C)cc(C)c12	15.8%	18.1%
Cc1cc(Cl)c(CO)c(Cl)n1	1.1%	-4.9%
CCC(=O)N1CCc2cc(OC)c(OC)cc2C1COc1ccc2c(C)cc(=O)oc2c1 (centres undefined)	5.0%	5.3%
CC(=O)NC1=NN(C(C)=O)C2(S1)C(=O)N(C)c1c(C)cccc12 (centres undefined)	-7.6%	-4.4%
CC(C)n1nc(C(=O)Nc2nc(-c3ccc4c(c3)OCCO4)cs2)c2ccccc2c1=O	5.2%	-1.6%
O=C(/C(=C/c1ccc(F)cc1)c1nc2ccccc2o1)c1ccccc1	-6.3%	-17.3%
COc1ccccc1NC(=O)CCC(=O)N1CC(C)Oc2ccc(C)cc21 (centres undefined)	-2.8%	-15.4%
N#Cc1c(NCCCO)nc(-c2ccco2)c2c1CCCC2	2.3%	-8.7%
Cc1ccccc1C(C)N (centres undefined)	-4.1%	0.9%
CCOC(=O)c1ccc(NC(=O)c2cn(-c3ccccc3)nc2-c2ccc(C)cc2)cc1	-16.1%	1.5%
Cc1ccc(-c2nc(CCNC(=O)Nc3cccc(F)c3)co2)cc1	-2.8%	0.0%
COc1ccc(C(=O)NNc2ncnc3c2cnn3-c2ccccc2)cc1	-22.5%	-11.5%
Cc1ccc(-c2nc(CS(=O)CC(=O)NCc3ccccc3Cl)c(C)o2)cc1 (centres undefined)	7.0%	-16.7%
CCOc1ccccc1NS(=O)(=O)c1cc(C(C)C)ccc1C	1.6%	-3.2%
O=C(CCc1ccccc1)N(Cc1cccnc1)c1nc2ccc(F)cc2s1	-1.6%	-15.5%
CCOC(=O)c1cccc(NS(=O)(=O)c2ccc(-c3cnc(C4CC4)o3)cc2)c1	-6.7%	-19.7%
C=CCNC(=S)Nc1cc(Cl)ccc1C	-5.9%	-7.9%
NC(=O)NC(=O)COC(=O)c1cc(Cl)ccc1Cl	-3.8%	1.5%
COCCN1CCN(Cc2ccc(C(=O)NC(C)C)cc2)C(=O)C1=O	9.7%	3.8%
COc1ccc(-c2coc3c2c(C)cc2oc(=O)c(CC(=O)O)c(C)c23)cc1	29.1%	?
O=Cc1c[nH]c2cc(OCc3ccccc3)ccc12	4.6%	5.1%
COc1ccc2oc(=O)cc(CN3CCN(C(=O)c4c(F)cccc4F)CC3)c2c1	0.3%	12.7%
Cc1ccc(CNC(=O)C2CCN(S(=O)(=O)c3cccc4nonc34)CC2)cc1	3.1%	14.2%
CCc1nc(SCC(=O)Nc2ccc(NC(C)=O)cc2)n[nH]1	10.3%	4.2%
Cc1ccc(CNC(=O)CCCCn2c(=O)c3ccccc3n(Cc3ccc(Cl)cc3)c2=O)cc1	-3.9%	14.3%
O=C(NCc1ccccn1)c1ccc(F)cc1	-6.2%	-0.8%
COc1ccc(NC(=O)Cn2cnc3sc(C)c(S(=O)(=O)N4CCN(C)CC4)c3c2=O)cc1OC	6.6%	6.7%
CC(=O)Nc1ccc(Nc2nc3c(S(=O)(=O)c4cccc(Cl)c4)nnn3c3ccsc23)cc1	-0.6%	22.2%
O=C(Nc1ccccc1)NC1CCSc2ccccc21 (centres undefined)	-16.0%	-4.3%
COc1ccc(S(=O)(=O)n2nc(C)c(S(=O)(=O)N3CCC(C)CC3)c2C)cc1OC	-3.1%	18.7%
CN(C)c1ccc(C(=O)N2CCN(C/C=C/c3ccccc3)CC2)cc1	-3.8%	-8.7%
CC(=O)Oc1ccc2c(=O)c(Oc3cc(C)cc(C)c3)c(C(F)(F)F)oc2c1	-11.0%	-6.1%
CCC(=O)N1CCc2cc(S(=O)(=O)N(C)c3cccc(C)c3)ccc21	-2.8%	16.3%
O=C(CCCn1c(=O)[nH]c2ccc(Br)cc2c1=O)N1CCN(c2cccc(Cl)c2)CC1	-17.6%	0.0%
CC1CCN(S(=O)(=O)c2ccc3c(c2)CCN3C(=O)Nc2ccc(Br)cc2)CC1	-8.1%	6.8%
Cc1cnc(C(=O)NCC(O)c2ccccc2C(F)(F)F)cn1 (centres undefined)	-10.1%	-3.8%
O=C(CSCc1ccncc1)N(Cc1ccsc1)C1CC1	6.9%	-2.2%
CC(C)c1ccc(NC(=O)Cn2cc(S(=O)(=O)Cc3cccc(Cl)c3)c3ccccc32)cc1	17.2%	-27.2%
COc1cccc(-c2ccc3c(N)c(C(=O)Nc4ccc(C)c(F)c4)sc3n2)c1	0.3%	17.4%
Cc1ccc(CNC(=O)C2CCCN(c3nn4cc(-c5ccc(C)cc5)nc4s3)C2)cc1 (centres undefined)	-12.0%	-18.4%
O=C(NCCCN1CCCCC1)c1[nH]c2ccccc2c1Sc1ccc(Cl)cc1	10.3%	220.7%[activator]

Next records follow:
SMILES	UDG counterscr	AID inhibitor
CCCCn1nc(C(=O)N2CCCC(c3nc4ccccc4s3)C2)c2ccccc2c1=O (centres undefined)	-8.7%	-22.1%
O=C(c1ccc(F)c(F)c1)N1CCC(CN2CCOCC2)CC1	4.9%	7.3%
CCC(=O)Nc1ccc2oc(-c3cccnc3)nc2c1	22.3%	52.0%[activator]
N#Cc1cccc(NC(=O)c2n[nH]c(=O)c3ccccc23)c1	-5.1%	-15.3%
O=C(CN1C(=O)C2CCCCN2c2ccc(C(=O)N3CCCC3)cc21)NCc1cccc(Cl)c1 (centres undefined)	0.9%	14.6%
Cc1ccc2oc(C(=O)Nc3nnc(SCc4ccccc4)s3)cc(=O)c2c1	-2.6%	-16.5%
CCOCCCNC(=O)c1ccc2c(=O)n(CCc3ccc(OC)c(OC)c3)c(=O)[nH]c2c1	1.2%	0.3%
Cc1c(-c2ccccc2)[n+](=O)c(-c2ccc(Br)cc2)c(C)n1[O-]	-13.1%	-0.9%
CCc1ccc(C2CC(=O)c3c([nH]c(C(=O)OCc4ccc(C)cc4)c3C)C2)cc1 (centres undefined)	-4.5%	-7.7%
CCOC(=O)c1c(NC(=O)/C=C/c2ccc(C)cc2)sc2c1CCCC2	-4.8%	21.4%
C=C(C)Cn1c(=O)c2c(nc3n2CCN3c2cc(C)cc(C)c2)n(C)c1=O	4.1%	5.0%
CCOc1ccc2nc(N3CCCC(C(=O)NCCc4ccc(SC)cc4)C3)sc2c1 (centres undefined)	8.4%	15.7%
O=C(Nc1ccc(-c2ccccc2)cc1)c1ccccc1C(F)(F)F	-6.2%	0.4%
Cc1ccc(NC(=O)Cn2cc(C(=O)c3cccs3)c3ccccc32)cc1C	-7.4%	-14.3%
COc1ccc(N2CCN(S(=O)(=O)CCNC(=O)C3CC(=O)N(c4ccccc4)C3)CC2)cc1 (centres undefined)	-2.6%	10.1%
CC1=C/C(=N/NC(=O)c2cc(C)oc2C)CC1	-5.2%	-2.1%
Cc1ccc(NC(=O)CSc2ccc(-c3ccccn3)nn2)cc1F	-0.7%	40.3%[activator]
O=C(C1COc2ccccc2O1)N1CCN(c2nc3c(F)cccc3s2)CC1 (centres undefined)	-9.8%	?
CCOc1cc(C=O)cc(Br)c1OCc1cccc(C)c1	-6.9%	-8.6%
COc1cccc(CNC(=O)c2ccc3c(c2)N(Cc2ccc(C(F)(F)F)cc2)C(=O)c2ccccc2S3)c1OC	-13.2%	-5.9%
COc1ccc(CCC(=O)NCC(O)COCc2ccc(OC)cc2)cc1 (centres undefined)	-3.1%	-0.2%
O=C(Nc1nnc(N2CCCC2)s1)Nc1cc(F)ccc1F	-3.6%	-9.0%
O=C(OC(c1ccccc1)c1ccccn1)c1cnc2ccccc2n1 (centres undefined)	6.2%	39.5%[activator]
COC(=O)C(NC(=O)CCc1c(C)nc2c(-c3ccccc3)c(C)nn2c1C)C(C)C (centres undefined)	4.8%	5.5%
NCC(O)COc1ccccc1 (centres undefined)	2.8%	3.9%
O=C(NCc1ccccc1)c1ccc(CNS(=O)(=O)c2ccc(Br)cc2)cc1	-15.6%	-3.0%
CCCc1nnc(NC(=O)C(CC)Sc2nnc3c4ccccc4n(C)c3n2)s1 (centres undefined)	0.9%[57.5 µM]	16.7%
COc1ccc(Cl)cc1NC(=O)CSC1=Nc2ccccc2C2=NC(CC(=O)NCc3cccs3)C(=O)N12 (centres undefined)	-10.0%	?
CSc1ncc(Cl)c(C(=O)Nc2c(C(=O)Nc3cccc(C)c3)oc3ccccc23)n1	13.6%	12.6%
CSc1cccc(NC(=O)c2ccccc2C)c1	13.5%	-6.7%
O=c1[nH]cnc2scc(-c3ccc(F)cc3)c12	9.5%	-3.9%
COc1ccccc1C(=O)Nc1ccc2c(c1)nc(CN1CCCCC1)n2C	-0.9%	74.8%[activator]
